Screens (PubChem BioAssay)
HT1080 IDH1KD tx: kills HT-1080 cells with IDH1 knockdown. HT-1080 IDH1 knockdown viability, ATP luminescence, 48 h. Potency, µM (doses to about 46.1 µM), without a hit: at the highest dose activity, negative = toxicity, actives largely listed as cytotoxic. 360,000 compounds, 2% hits;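 further: potency means the concentration at half of the fitted maximal effect; 0% = DMSO wells and -100% = cell-free medium wells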
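CellTiter-Glo luminescence after 48 h compound exposure at 37 degrees C of IDH1-knockdown HT-1080 cells in 5% FBS RPMI. %Activity scaled between DMSO wells and cell-free media wells, with curves fitted and assigned curve classes.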
SW480 rereplic: induces DNA re-replication in SW480 colon adenocarcinoma cells | AID 624297 | 340,000 compounds, 1.8% hits | SW480 DNA re-replication, Hoechst DNA content imaging, 48 h | Potency, µM (series often up to 46.1 µM), for inactives: at the top dose re-replication activation, actives largely listed as activators; further: potency means the concentration at half of the fitted maximal effect; % of control where 0% means no effect; nearly all actives have a fitted effect of over 55% in size
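SW480 cells exposed to compounds for 48 hr at 37 C, 5% CO2, then Hoechst-stained 40 min. Nuclear DNA content imaged by fluorescence scanning (405 nm excitation, 500-530 nm emission); re-replication scored as increased high-intensity nuclei.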
D3 antag: antagonists of human D3 dopamine receptor | P35462 | D3R cells, DiscoveRx beta-arrestin luminescence, antagonist mode; hits give low values | max response, negative = inhibition, % | 360,000 compounds, 2.5% hits | AID 652054; in the data active means max response below about -50%; inconclusive means no clear call, values can overlap the other calls; further: on the % scale 0 is the no-effect control and ±100 the full control effect; mostly tested at two doses, the higher about 12 µM
Target sequence (P35462 whole entry, looked up): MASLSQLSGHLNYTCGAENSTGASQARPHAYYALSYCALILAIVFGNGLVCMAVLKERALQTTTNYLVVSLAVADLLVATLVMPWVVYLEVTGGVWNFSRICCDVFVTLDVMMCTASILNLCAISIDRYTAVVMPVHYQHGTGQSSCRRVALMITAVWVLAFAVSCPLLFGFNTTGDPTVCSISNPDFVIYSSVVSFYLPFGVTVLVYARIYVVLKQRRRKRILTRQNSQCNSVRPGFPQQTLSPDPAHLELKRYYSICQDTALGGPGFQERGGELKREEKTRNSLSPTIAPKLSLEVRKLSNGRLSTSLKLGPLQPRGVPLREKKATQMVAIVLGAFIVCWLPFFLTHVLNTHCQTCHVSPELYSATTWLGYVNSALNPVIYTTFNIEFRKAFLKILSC
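Cells expressing the human receptor were seeded at 1500 cells/well, incubated overnight at 37 degrees C in 5% CO2, then exposed to library compounds with dopamine controls for 90 minutes at 37 degrees C before luminescent detection.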
HT1080-NT tox: kills 2HG-producing HT-1080-NT fibrosarcoma cells. 360,000 compounds, 1.6% hits. Potency, µM (titrated, usually from 46.1 µM), for inactives: at the highest dose activity, negative = less viability, most hits filed as cytotoxic. AID 686970. HT-1080-NT fibrosarcoma viability, CellTiter-Glo ATP luminescence, 48 h;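 further: NT is the 2HG producing partner of a matched IDH1 knockdown line; potency means the concentration at half of the fitted maximal effect; 0% = DMSO-treated cells and -100% = media-only wells without cells; nearly all actives have a fitted effect of over 55% in size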
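Read-out is CellTiter-Glo luminescence after 10 minutes at room temperature, following 48 hours' compound treatment of HT-1080-NT cells (750 cells/well, RPMI, 5% FBS, 37 degrees C).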
GLP-1R agonist: GLP-1 receptor (human) agonism; 380,000 compounds, 0.007% hits; HEK293 GLP-1R CRE-luciferase, luminescence, 4-6 h; cells express a hypersensitive GLP-1R form; Potency, µM (highest dose often 45.6 µM), without a hit: at the top dose activation, most hits filed as activators; P43220; further: potency means the concentration at half of the fitted maximal effect; % of control where 0% means no effect
Target sequence (P43220 whole entry, looked up): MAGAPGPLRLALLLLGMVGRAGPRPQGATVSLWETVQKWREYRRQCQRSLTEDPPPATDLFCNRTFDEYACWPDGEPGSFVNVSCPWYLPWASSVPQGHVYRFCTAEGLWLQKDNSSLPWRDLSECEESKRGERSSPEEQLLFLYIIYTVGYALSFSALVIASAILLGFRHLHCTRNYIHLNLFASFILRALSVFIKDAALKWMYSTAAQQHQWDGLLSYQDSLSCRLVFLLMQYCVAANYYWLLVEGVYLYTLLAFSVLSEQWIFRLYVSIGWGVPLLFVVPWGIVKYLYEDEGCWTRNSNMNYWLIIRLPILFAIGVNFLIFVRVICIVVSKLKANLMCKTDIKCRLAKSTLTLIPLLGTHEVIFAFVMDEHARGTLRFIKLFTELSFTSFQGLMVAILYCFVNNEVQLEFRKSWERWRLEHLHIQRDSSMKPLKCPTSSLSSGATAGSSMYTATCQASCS
IL1B secr inh: inhibitors of inflammasome signaling (IL-1 beta secretion). THP-1 LPS/ATP IL-1B secretion, AlphaLISA, 16 h; hits give low values. 360,000 compounds, 4.7% hits. activity change, % at 57.5 µM; in the data active means activity change below about -50%; inconclusive means mostly about -30% to -49%; further: on the % scale 0 is the no-effect control and ±100 the full control effect
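Secreted IL-1B measured by AlphaLISA bead assay after 16 h compound exposure of THP-1 cells; compounds (final up to 57.5 uM) added 1 h before LPS (250 ng/mL) and ATP (1.25 mM) stimulation; lower signal means less secretion.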
KB-3-1 tox: KB-3-1 parental cell cytotoxicity; KB-3-1 viability, CellTiter-Glo ATP luminescence, 72 h; Potency, µM (series often up to 46.1 µM), for inactives: top-dose activity change, negative = cytotoxic, hits mostly cytotoxic; 400,000 compounds, 1.4% hits; AID 1347075; further: potency means the concentration at half of the fitted maximal effect; on the % scale 0 is the no-effect control and ±100 the full control effect; nearly all actives have a fitted effect of over 60% in size
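Parental KB-3-1 viability, qHTS format: 72 h compound exposure, 37 °C; CellTiter-Glo; media-only wells and DMSO plates as controls; concentration-effect fits on corrected data.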
KB-V1 cytotox: kills drug-selected multidrug resistant KB-V1 cells; KB-V1 MDR cells viability, CellTiter-Glo, 72 h; Potency, µM (doses to about 46.1 µM), for inactives: at the highest dose activity change, negative = cytotoxicity, actives largely listed as cytotoxic; 400,000 compounds, 3.4% hits; further: potency means the concentration at half of the fitted maximal effect; on the % scale 0 is the no-effect control and ±100 the full control effect; nearly all actives have a fitted effect of over 60% in size
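Following 72 h at 37 degrees C with compound, KB-V1 cell viability was read by CellTiter-Glo luminescence, medium being phenol-red-free DMEM plus 10% FBS; concentration-response parameters came from normalized, curve-fitted qHTS data.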
DRD3 agonist: activates the human D3 dopamine receptor; D3R DiscoveRx beta-arrestin cells, luminescence, 90 min; max activation, %; 410,000 compounds, 0.58% hits; AID 652048; in the data active means max activation above about 30%; further: 0% is about no effect; mostly tested at two doses, the higher about 12 µM
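Agonist mode: compounds and dopamine controls were applied to plated cells for 90 min at 37 degrees C after an overnight attachment at 1500 cells/well. Luminescent read-out followed 30 - 60 minutes at room temperature with DiscoveRx detection reagent.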
The depositor's hits bear a star; u = inconclusive; x = not tested or not shown; & = joins results of further samples; [ ] = remark or other dose. Unless noted, the call rests on the fitted dose curve; in most records, active means well fitted curve in the direction sought with a large enough effect; inconclusive means small, poorly fitted or top-dose-only effect, or another doubt; inactive means no such curve, though single readings can be large; an effect the other way counts as inactive or inconclusive.

Assay codes: A = HT1080 IDH1KD tx; B = SW480 rereplic; C = D3 antag; D = HT1080-NT tox; E = GLP-1R agonist; F = IL1B secr inh; G = KB-3-1 tox; H = KB-V1 cytotox; I = DRD3 agonist
Cc1cnc(NC(=O)C(C)N2C(=O)C3CC=CCC3C2=O)s1 (stereo not drawn)
  A: 11%	B: -13%	C: -22	D: -4%	E: -12%	F: -7	G: -14%	H: -10%	I: -5

CN(C)S(=O)(=O)c1cccc(-c2nn(-c3ccccc3)cc2/C=C2\SC(=S)N(CC(=O)O)C2=O)c1
  A: u	B: 16µM*	C: -4	D: -30%	E: 1%	F: 44	G: u	H: -27%	I: 16

Cc1onc(-c2ccccc2Cl)c1C(=O)N1CCCCC1
  A: -12%	B: -63%[inhibitor]	C: -1	D: -9%	E: 16%	F: 13	G: 9%	H: 7%	I: 7

Cc1c(C(=O)c2ccc(Cl)c([N+](=O)[O-])c2)c2ccccn2c1CCC#N
  A: -13%	B: -2%	C: -12	D: -30%	E: 3%	F: -27	G: 3%	H: u	I: 3

C#CCSc1nccc(-c2nn(-c3ccc(C)cc3)ccc2=O)n1
  A: -23%	B: 35%	C: 13	D: -8%	E: 10%	F: 71	G: -18%	H: u	I: 2

COc1ccccc1CNC(=O)CSc1ccsc1[N+](=O)[O-]
  A: -6%	B: 0%	C: -17	D: 2%	E: 1%	F: -9	G: -13%	H: -5%	I: -9

CN1CCN(C(=O)c2cc3c(c(-c4cccc(Br)c4)n2)[C@H](CCO)N(S(=O)C(C)(C)C)C3)CC1 (stereo partly drawn)
  A: 15%	B: x	C: -50*	D: u	E: -2%	F: 22	G: 0%	H: 19%	I: -14

CC(C)(C)S(=O)(=O)N1C[C@@H]2CC/C=C\C/C=C\2[C@H]1CCO
  A: 2%	B: -52%[inhibitor]	C: 11	D: 7%	E: -4%	F: 11	G: 0%	H: 0%	I: 2

Fc1ccccc1-n1cc(-c2ccccc2)[nH]c1=S
  A: -9%	B: -4%	C: 4	D: -21%	E: 3%	F: -14	G: -3%	H: -9%	I: 5

CN1C=CC(=CC=C2C=CC(=O)C=C2)C=C1
  A: 5%	B: 11%	C: 0	D: 13%	E: -3%	F: -15	G: 2%	H: 20%	I: 0

COc1ccccc1-n1c(SCC(=O)N2CCCC2)nnc1-c1ccccc1
  A: -9%	B: 3%	C: -18	D: 4%	E: 4%	F: 6	G: 1%	H: -19%	I: -5

CCc1nn(CC(=O)NCCCN2CCN(CC)CC2)c(=O)c2cc3occc3n12
  A: 7%	B: -2%	C: -19	D: 22%	E: 2%	F: 17	G: 7%&6%	H: u	I: 0&-26

CCC(C)NC(=O)C1CCN(S(=O)(=O)N2CCOCC2)CC1 (stereo not drawn)
  A: 13%	B: -41%[inhibitor]	C: 9	D: 8%	E: -4%	F: 8	G: 0%	H: 11%	I: 1

CC(C)c1ccc(NC(=S)NNC(=O)C2CC2)cc1
  A: 4%	B: -42%[inhibitor]	C: -28	D: 6%	E: -6%	F: 0	G: -1%	H: 0%	I: -1

CCOc1cc(/C=N/NC(=O)CN2CCCCC2)ccc1OCc1ccccc1
  A: -10%	B: 0%	C: 2	D: -9%	E: 4%	F: -2	G: 2%	H: -3%	I: 1

COCCn1c(N)c(Sc2ccc([N+](=O)[O-])cc2)c(=O)[nH]c1=O
  A: 21%	B: 0%	C: 5	D: 15%	E: 7%	F: 21	G: -2%	H: 5%	I: 2

CCCOc1ccc(C(=O)OCC(=O)NCCc2ccc(OCC)c(OCC)c2)cc1OC
  A: -5%	B: -1%	C: 18	D: -4%	E: -5%	F: 42	G: 19%	H: u	I: 0

CCNC(=O)C1CCCN(C(=O)c2ccccc2F)CC1 (stereo not drawn)
  A: 11%	B: x	C: 11	D: 27%	E: -5%	F: 20	G: 0%	H: 3%	I: 7

CCOC(=O)c1c(C)c(C(=O)N2CCN(C(=O)c3ccco3)CC2)c(C)n1C
  A: 7%	B: -9%	C: 26	D: -2%	E: 7%	F: -13	G: -1%	H: 0%	I: 5

Cc1ccc(CCNC(=O)C2CCC(CNc3c(N4CCCC4)c(=O)c3=O)CC2)cc1 (stereo not drawn)
  A: 9%	B: -3%	C: 5	D: 10%	E: -7%	F: -5	G: 2%	H: 0%	I: 4

CCOc1ccc(NC(=O)CSc2nc3cc(C(=O)NCC4CCCO4)ccc3c(=O)n2CC2CCCO2)cc1 (stereo not drawn)
  A: 9%	B: x	C: 24	D: 0%	E: -3%	F: -10	G: 2%	H: 0%	I: 1

CCN(CC)c1ccc(NC(=O)c2c(OC)cccc2OC)c(C)c1
  A: 9%	B: 2%	C: 0	D: 21%	E: 7%	F: -28	G: 6%	H: -2%	I: 2

CCCCc1c(O)nc(SCC(=O)N2CCCCC2)n(-c2ccccc2C)c1=O
  A: 7%	B: -2%	C: 14	D: 3%	E: -11%	F: 26	G: 1%	H: 8%	I: 0

O=C(Nc1nnc(SCC(=O)N2CCCCC2)s1)c1c(F)cccc1F
  A: -7%	B: -10%	C: 6	D: -11%	E: 6%	F: -4	G: -1%	H: -11%	I: -28

COc1cc2c(C#N)c(N3CCOCC3)nc(N)c2c(N)n1
  A: u	B: -2%	C: -2	D: u	E: 7%	F: -54*	G: -21%	H: u	I: -1

More structures follow:
Assay codes: A = HT1080 IDH1KD tx; B = SW480 rereplic; C = D3 antag; D = HT1080-NT tox; E = GLP-1R agonist; F = IL1B secr inh; G = KB-3-1 tox; H = KB-V1 cytotox; I = DRD3 agonist
CCC(C)C(NC(=O)C1CCC(C)CC1)C(=O)Nc1cc(OC)ccc1OC (stereo not drawn)
  A: u	B: 25%	C: -20	D: -27%	E: 2%	F: 1	G: -5%	H: 2.6µM*	I: 1

CCn1cc(CNC(=O)c2ccc(C)s2)cn1
  A: 4%	B: u	C: -11	D: -1%	E: -4%	F: 13	G: 23%	H: 27%	I: 3

CC1CC(C)CN(S(=O)(=O)c2cc3c(cc2Cl)NC(=O)CO3)C1 (stereo not drawn)
  A: 0%	B: -2%	C: -7	D: -24%	E: 0%	F: 49	G: 0%	H: -7%	I: -4

CC1CCCN(C(=O)N2c3ccccc3Sc3ccccc32)C1 (stereo not drawn)
  A: 10µM*	B: u	C: -8	D: u	E: 20%	F: -1	G: 1%	H: u	I: -38

Cc1ccc(N2C(=O)CC(Sc3nc(-c4ccccc4)c4cc(Cl)ccc4n3)C2=O)c(C)c1 (stereo not drawn)
  A: 0%	B: -5%	C: 4	D: -16%	E: 0%	F: 6	G: 7%	H: u	I: 1

Cc1ccc(S(=O)(=O)N2CCC(C(=O)OCc3c(C)noc3C)CC2)cc1C
  A: -7%	B: u	C: -13	D: 4%	E: 7%	F: 23	G: 8%	H: 8%	I: -2

CCC1Sc2ccc(S(=O)(=O)N3CCN(c4ccccc4)CC3)cc2NC1=O (stereo not drawn)
  A: 5%	B: u	C: 9	D: 9%	E: 6%	F: 23	G: -7%	H: -29%	I: 2

CC1CC(=O)N(CC(=O)NCc2ccco2)c2ccccc2S1 (stereo not drawn)
  A: -22%	B: 1%	C: 26	D: 10%[9.24 µM]	E: -11%	F: -5	G: 4%	H: 8%	I: -5

COc1cccc(C(C#N)N2CCOCC2)c1 (stereo not drawn)
  A: 22%	B: 2%	C: 12	D: 10%	E: 7%	F: 1	G: 2%	H: -2%	I: 8

Cc1ccc2nc(-c3ccc(N4C(=NC(=O)CCC(=O)O)SC5CS(=O)(=O)CC54)cc3)sc2c1 (stereo not drawn)
  A: -1%	B: x	C: 8	D: 0%	E: -25%	F: 19	G: 0%	H: -11%	I: 3

Cc1ccc(NC(=O)CNC(=O)N2CC(=O)Nc3ccccc32)cc1F
  A: -4%	B: u	C: -16	D: -5%	E: 4%	F: -1	G: 2%	H: -19%	I: -4

CCc1cc(C(=O)NNC(=S)NC2CCCCC2)cs1
  A: 0%	B: -3%	C: -13	D: -3%	E: -3%	F: 0	G: -1%	H: 7%	I: -21

O=C(CCC1CCCC1)N=C1SC2CS(=O)(=O)CC2N1Cc1ccccc1 (stereo not drawn)
  A: 25%	B: -7%	C: -6	D: 20%	E: -1%	F: 8	G: -1%	H: 2%	I: 1

CC(C)C(NS(=O)(=O)c1cccc2nsnc12)C(=O)N1CCc2ccccc2C1 (stereo not drawn)
  A: 0%	B: 8%	C: -4	D: 1%	E: -1%	F: 3	G: -6%	H: 18µM*	I: -1

N#CC1(NC(=O)COC(=O)C2CCN(S(=O)(=O)c3ccc4c(c3)OCCO4)CC2)CCCCC1
  A: 2%	B: 1%	C: 0	D: -2%	E: -5%	F: -6	G: 17%	H: u	I: 0

CN1CCN(CC(O)COc2ccc(Cl)cc2)CC1 (stereo not drawn)
  A: -1%	B: -2%	C: -20	D: -3%	E: 1%	F: 13	G: 0%	H: 0%	I: 1

COCCCNC(=O)CC(C)c1ccccc1 (stereo not drawn)
  A: 28%	B: u	C: 9	D: 4%	E: -3%	F: 0	G: -1%	H: -17%	I: 3

O=C(CSCCO)Nc1cc(C(F)(F)F)ccc1Cl
  A: 7%	B: -3%	C: -23	D: 18%	E: -4%	F: -5	G: 4%	H: 9%	I: 9

CC1=C(C(=O)N2CCOCC2)CC(CC(=O)NCCc2ccccn2)C(=O)N1Cc1ccc(F)cc1 (stereo not drawn)
  A: 7%	B: x	C: 13	D: 16%	E: -2%	F: 38	G: 8%	H: u	I: 11

COc1ccc(NS(=O)(=O)c2ccc(F)c(Cl)c2)cn1
  A: -1%	B: 1%	C: -19	D: 3%	E: 4%	F: 19	G: 9%	H: u	I: -2
